High-throughput results deposited in PubChem by several laboratories.
MRP reversal: MRP-mediated drug resistance reversal; H69AR cells + 2 uM doxorubicin, CellTiter-Glo, 72 h; differential viability (reversal), % at 10 µM; 85,000 compounds, 0.04% hits; AID 602;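 active means viability drop by adding the cancer drug above about 55%, with treated viability meeting a 40% cutoff, limit read from the data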;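 further: viability without doxorubicin minus viability with 2 µM doxorubicin for each compound; larger differential means the compound sensitizes cells more to doxorubicin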
Bcl-B TR3 displacers: displacers of TR3 peptide from Bcl-B, primary screen, selectivity assay for Bfl-1 inhibitor project, biochemical, fluorescence polarization. FP displacement of FITC-TR3 peptide from Bcl-B; higher % means a stronger effect. displacement, % at 20 µM, or IC50 in µM where a hit was titrated. 96,000 compounds, 0.11% hits;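 active means displacement above 50% at 20 µM plus a fluorescence interference ratio under 1.5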;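 further: plate controls were wells without compound for no effect and wells lacking Bcl-B protein for full effect; a part of the inactive calls stands beside numbers as strong as those of hits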
IL1B NFkB pot: enhances IL-1B driven NFkB nuclear translocation. HUVEC IL-1B NFkB p65 nuclear translocation imaging. activation, % at 2 µM. 94,000 compounds, 0.3% hits;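 active means activation above 40%, about the mean plus 3 SD, also judged a hit on visual image review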;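 further: percent activation is computed from the nuclear over cytoplasmic p65 intensity ratio; values of inactives mirror those of a sister screen read the other way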
NFkB transloc inh: blocks IL-1B driven NFkB nuclear translocation in HUVEC cells; HUVEC IL-1B NFkB p65 nuclear translocation imaging; 94,000 compounds, 0.43% hits; inhibition, % at 2 µM; AID 796;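 active means inhibition above about 30% together with a positive call from visual inspection of the well image, limit read from the data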;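 further: nuclear over cytoplasmic p65 intensity ratio measured by imaging; 0% = IL-1B stimulated DMSO wells and 100% = unstimulated DMSO wells; values of inactives mirror those of a sister screen read the other way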
PLAP inhibition: inhibition of human placental alkaline phosphatase – biochemical, luminescence, HTS (AID 690). purified PLAP, luminescent substrate; higher % means a stronger effect. inhibition, % at 20 µM; hits with a dose series show IC50 in µM. 96,000 compounds, 0.08% hits; in the data active means a potency from the dose series; inactive means the rest, 99 in 100 with inhibition below about 30%; further: strong numbers were not always called active
MRP reversal cytotoxicity: also measured in MRP reversal; calls as there; viability, %; H69AR cells, CellTiter-Glo, 72 h; measured here: cytotoxicity without doxorubicin
MRP reversal with doxorubicin: second read-out of MRP reversal, no call of its own (marks repeat the call); viability, %; measured here: viability with 2 uM doxorubicin; hits give low values
NFkB transloc inh cell count 2 µM: recorded beside NFkB transloc inh, whose call it bears; cell count; measured here: cells passing quality filter;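 raw number of nuclei counted in each imaged well without normalization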
IL1B NFkB pot cell count 2 µM: further read-out of IL1B NFkB pot, marked with its call; cell count; measured here: cells passing quality filter
Numbers without * were called inactive; . = not tested or not shown.

SMILES	MRP reversal	MRP reversal cytotoxicity	MRP reversal with doxorubicin	Bcl-B TR3 displacers	IL1B NFkB pot	IL1B NFkB pot cell count 2 µM	NFkB transloc inh	NFkB transloc inh cell count 2 µM	PLAP inhibition
O=C(Cn1cc(C(=O)c2ccco2)c2ccccc21)NCc1ccco1	5.9	85.8	79.9	8.4%	15.2	131	-15.2	131	7.6%
O=C(NCC1CCCO1)c1ccc2ccccc2n1 (configuration not stated)	-6.5	97.1	103.6	-9.0%	9.1	195	-9.1	195	2.8%
CCc1ccccc1Nc1ccc(C(=O)O)cc1N	13.0	92.1	79.1	2.6%	.	.	.	.	-35.1%
CC1(C)CC(=O)C(CC2=C(O)CC(C)(C)CC2=O)C(=O)C1	-13.2	91.4	104.6	-8.8%	.	.	.	.	2.5%
CC1=NN(c2ccccc2)C(=O)/C1=C/c1cc2cc(C)ccc2nc1N1CCCCC1	.	.	.	-6.3%	1.9	153	-15.5	152	-2.6%
O=C(N/N=C/c1ccc(-c2ccc(S(=O)(=O)Nc3ncccn3)cc2)o1)c1cc2ccccc2cc1O	.	.	.	-118.2%	14.1	195	-14.1	195	-91.9%
CCN1CCn2c1nc(N1CCOCC1)nc2=O	4.2	93.3	89.1	-11.0%	-0.2	112	0.2	112	-0.2%
COC(=O)c1cccc(N2C(=O)c3cccnc3C2=O)c1	-19.8	89.3	109.1	7.5%	1.4	88	-1.4	88	-14.8%
Cc1onc(-c2ccccc2Cl)c1C(=O)N1CCc2ccccc2C1	8.9	90.6	81.7	-8.2%	-5.1	172	5.1	172	-10.3%
COC(=O)[C@@H](NC(=O)NCc1ccc(F)cc1)C(C)C	4.3	105.7	101.4	6.3%	8.4	214	-8.4	214	12.8%
Cc1cccc(-c2nc(CS(=O)CC(=O)N3CCN(C)CC3)c(C)o2)c1 (configuration not stated)	28.6	89.3	60.6	-2.6%	.	.	.	.	-55.8%
O=c1[nH][nH]c(C(F)(F)F)c1C=NCc1ccccc1Cl	-12.7	81.2	93.9	-2.4%	0.0	14	0.0	14	-74.2%
O=C(N/N=C/c1cccc(C(F)(F)F)c1)c1cc2c(s1)-c1ccccc1CC2	.	.	.	1.2%	1.1	146	-1.1	146	-22.7%
CCC(C(=O)Nc1ccccc1-c1ccccc1)c1ccccc1 (configuration not stated)	.	.	.	9.2%	-2.1	131	2.1	131	10.8%
Cc1ccc2nc(NC(=O)CSc3ncnc4c3oc3ccccc34)sc2c1	4.6	26.3	21.7	-1.2%	2.4	176	-2.4	176	-27.8%
COc1cc(C2C(C(=O)N3CCOCC3)=C(C)NC3=C2C(=O)CCC3)ccc1OC(C)=O (configuration not stated)	-6.0	85.7	91.7	-2.3%	-1.8	122	1.8	122	5.4%
N/C(=N\OC(=O)Cc1ccc(-c2ccccc2)cc1)c1cccc([N+](=O)[O-])c1	.	.	.	2.3%	-1.2	134	-0.6	160	15.7%
COC(=O)C(C)Sc1nnc(Cc2cc(=O)[nH]c(=O)[nH]2)n1-c1cc(C)ccc1C (configuration not stated)	-9.5	89.3	98.8	-8.9%	11.7	137	-11.7	137	-17.0%
COc1ccc(C(=O)Nc2nc3ccccc3[nH]2)cc1OC	64.1*	66.6*	2.4*	.	23.1	189	-23.1	189	.
CC(C)(C)c1ccc(S(=O)(=O)Nc2cccnc2)cc1	18.8	98.7	79.9	-20.8%	.	.	.	.	-5.4%
CCCSc1nsc(N)n1	.	.	.	1.2%	-13.8	143	13.8	143	4.9%
Cc1cc(C)c2[nH]c(=S)cc(C)c2c1	.	.	.	-12.2%	14.0	174	-14.0	174	18.9%
COC(=O)C1=C(C)N(C)C(=O)/C1=C\c1cccs1	13.1	83.3	70.2	.	-0.5	111	0.5	111	.
C=C(C)C(=O)N1CC2(CC(c3cccc(NC(=O)c4ccccc4)c3)=NO2)C[C@@H]1C(N)=O (some centres not stated)	.	.	.	10.6%	-6.3	137	6.3	137	-17.3%
COCCOC(=O)c1c(C)oc2ccc(OC(=O)c3cccs3)cc12	-1.0	91.4	92.4	-2.2%	3.8	139	-3.8	139	-53.8%
The listing continues.
SMILES	MRP reversal	MRP reversal cytotoxicity	MRP reversal with doxorubicin	Bcl-B TR3 displacers	IL1B NFkB pot	IL1B NFkB pot cell count 2 µM	NFkB transloc inh	NFkB transloc inh cell count 2 µM	PLAP inhibition
CN1CCN(CCP(=O)(c2ccccc2)c2ccccc2)CC1	-18.6	74.9	93.4	-2.5%	0.7	166	-0.7	166	-8.5%
COC(=O)CSc1cc(C)nc2ccc(OC)cc12	7.5	92.0	84.5	3.8%	-8.4	134	8.4	134	9.2%
CSc1ccc(/C=N/n2c(C)cc(C)cc2=O)cc1	19.6	101.4	81.8	-6.5%	-11.7	110	11.7	110	7.6%
Fc1ccc(-c2nc3nc4ccccc4nc3n2Cc2ccco2)cc1	-10.3	69.6	79.9	1.5%	-7.3	154	7.3	154	15.6%
CC(=O)c1cc2c(cc1NC(=O)CSc1nnc(C)s1)OCO2	5.2	82.5	77.3	-4.4%	9.7	106	-9.7	106	12.4%
CCOC(=O)N1CCN(CCC(=O)Nc2ccc(OC(F)(F)F)cc2)CC1	.	.	.	.	17.7	132	-17.7	132	.
O=C(Cc1ncc(C(F)(F)F)cc1Cl)N1CCN(c2ccc(F)cc2)CC1	.	.	.	-4.9%	16.9	184	-16.9	184	-28.3%
COc1ccc(C2CC(c3ccccc3)=NN2C(=O)c2cccs2)cc1 (configuration not stated)	.	.	.	-3.4%	-6.3	120	6.3	120	-19.4%
c1ccc2c(CCNc3ncnc4nc[nH]c34)cccc2c1	-24.5	68.3	92.8	.	-2.6	154	2.6	154	.
CCNC(=O)C1CCN(S(=O)(=O)c2ccc(F)cc2)CC1	-3.0	102.9	106.0	-0.1%	-10.3	107	10.4	107	0.7%
CCCCN(C)C(=O)c1ccc(CS(=O)(=O)c2ccccc2C)o1	-11.7	71.7	83.3	.	-16.5	39	16.5	39	.
CSc1nc2ccccc2cc1/C=C(\C#N)c1cccc(Cl)c1	.	.	.	-3.5%	-4.3	169	4.3	169	-13.8%
O=C(CCCCCN1C(=O)c2ccccc2C1=O)Nc1ccc(S(=O)(=O)N2CCCCC2)cc1	-17.3	79.1	96.4	-1.0%	-10.6	175	10.6	175	8.2%
COc1ccc(-c2csc(N3CCC(c4ccccc4)C3)n2)cc1 (configuration not stated)	.	.	.	-2.9%	2.3	118	-2.3	118	12.7%
Cc1cc(NC(=O)c2ccc3nc(-c4ccccc4)c(-c4ccccc4)nc3c2)no1	-8.8	16.2	25.0	6.0%	-0.1	171	0.1	171	9.1%
Cc1noc(C)c1C(=O)N1CCN(Cc2ccccc2)CC1	9.4	90.3	80.8	-1.6%	15.6	168	-15.6	168	-2.1%
O=C(CN(Cc1ccco1)C(=O)c1cc(=O)[nH]c2ccccc12)Nc1ccccc1Br	-0.5	82.7	83.2	.	0.5	125	-0.5	125	.
CCN(CC)S(=O)(=O)c1ccc2[nH]cc(C(=O)NCCN3CCCCCC3)c(=O)c2c1	-2.8	87.2	90.0	-24.3%	-8.3	130	8.3	130	-47.3%
COc1ccc(-c2cc(C(=O)Nc3nc4c(C)cccc4s3)c3ccccc3n2)cc1OC	.	.	.	-10.3%	9.4	204	-9.4	204	-37.5%
Cc1cc(C(=O)COC(=O)Cn2cnc3c2c(=O)n(C)c(=O)n3C)c(C)n1C	-2.4	94.5	96.9	6.6%	9.9	101	-9.9	101	14.3%
CCOC(=O)C(C)Sc1ncnc2c1nnn2-c1ccc(F)cc1 (configuration not stated)	10.5	92.6	82.1	-10.3%	-2.9	70	2.9	70	7.3%
O=C(Cc1ccc(Cl)cc1)Nc1ccccc1CO	5.5	82.3	76.8	0.0%	6.6	152	-6.6	152	7.2%
O=C(CCCn1c(=S)[nH]c2ccccc2c1=O)N1CCCCC1	8.3	88.3	79.9	5.0%	-1.3	130	1.3	130	-42.5%
COc1cc(OC)nc(Oc2ccccc2C(=O)Oc2ccc(F)cc2Cl)n1	.	.	.	-5.9%	5.2	149	-5.2	149	6.7%
CCCSC1=C(C#N)C(c2ccccc2C)CC(=O)N1 (configuration not stated)	-5.4	87.7	93.1	-8.2%	3.0	139	-3.0	139	-6.2%
Next part:
SMILES	MRP reversal	MRP reversal cytotoxicity	MRP reversal with doxorubicin	Bcl-B TR3 displacers	IL1B NFkB pot	IL1B NFkB pot cell count 2 µM	NFkB transloc inh	NFkB transloc inh cell count 2 µM	PLAP inhibition
Cc1ccc(NC(=O)CNc2ccc(OC(C)C)cc2)cc1	3.8	92.4	88.7	0.1%	9.9	117	-9.9	117	-33.6%
CC(C)OC(=O)CSc1ncnc2c1cnn2Cc1ccccc1	7.6	97.5	89.9	7.3%	-14.3	56	14.3	56	13.0%
Cc1cccc(-c2noc(CCCC(=O)N3CCOCC3)n2)c1	14.6	96.5	81.9	-9.9%	-4.9	187	4.9	187	11.8%
COc1ccc(NC(=O)c2ccccc2C)c(OC)c1	12.9	102.7	89.8	-5.0%	-1.1	179	1.1	179	-2.4%
CC(C)(C)n1nc2c(c1NC(=O)Cc1cccs1)CSC2	2.1	94.1	92.1	0.1%	-4.3	179	4.3	179	-48.0%
CCOC(=O)C1CCN(CC(O)COc2ccc(C(C)(C)CC)cc2)CC1 (configuration not stated)	-41.8	25.7	67.5	-29.8%	.	.	.	.	-45.0%
CCC(=O)Nc1nc2ccccc2n1Cc1ccc(C)cc1	.	.	.	14.9%	-6.5	111	6.5	111	-40.6%
CC1=C(C)CC2C(=O)N(Cc3ccccc3)C(=O)C2C1 (configuration not stated)	7.7	100.0	92.3	0.9%	27.1	198	-27.1	198	20.2%
COC(=O)Nc1ccc2c(c1)N(C(=O)CCN1CCN3CCCC3C1)c1ccccc1CC2 (configuration not stated)	.	.	.	-1.7%	.	.	.	.	-68.5%
CCOc1ccc(C(=O)Nc2nncs2)cc1OCC	2.7	90.8	88.1	10.8%	.	.	.	.	-3.2%
CC1CCCCN1CCNC(=O)C1CCN(S(=O)(=O)c2cccc3cccnc23)CC1 (configuration not stated)	-0.9	85.9	86.9	65.3%	3.4	51	-3.4	51	-35.2%
Cn1c(=O)oc2cc(S(=O)(=O)N3CCc4ccccc4C3)ccc21	-8.3	98.3	106.6	-2.6%	11.1	141	-11.1	141	16.1%
COC(=O)c1c(NC(=O)c2ccc(C)c(S(=O)(=O)Nc3ccccc3C)c2)sc2c1CCCC2	.	.	.	-6.7%	6.9	115	-6.9	115	-48.2%
O=C(c1cn(-c2ccccc2)nc1-c1cccs1)N1CCN(c2ccc(F)cc2)CC1	-31.3	59.1	90.4	-15.9%	10.2	170	-10.2	170	-11.5%
Cc1ccccc1NC(=O)NCCCN1CCN(c2ccccc2)CC1	-1.8	87.6	89.5	-3.1%	.	.	.	.	-178.1%
COc1ccc(C2C(C(C)=O)=C(O)C(=O)N2CCCn2ccnc2)cc1OC (configuration not stated)	3.8	95.5	91.6	1.7%	.	.	.	.	-17.9%
CN(C)C(=O)N1CCC(C(=O)NC2CCCCCCC2)CC1	-12.1	95.4	107.5	0.9%	-1.4	176	1.4	176	-12.8%
O=C(CCC1CCCC1)NCc1cccs1	-19.0	74.8	93.8	-5.6%	9.8	195	-9.8	195	5.1%
Cc1csc(NC(=O)c2cc3c(s2)CCC3)n1	-15.6	43.3	58.9	2.6%	-11.6	140	11.6	140	13.9%
Cc1cc(N2CCN(C(=O)c3ccco3)CC2)n2ncnc2n1	.	.	.	.	-5.2	75	5.2	75	.
O=C(Nc1nnc(C2CCCCC2)s1)c1ccco1	-1.8	89.3	91.1	-1.2%	1.2	130	-1.2	130	-9.8%
Cc1ccc(Nc2cc(=O)n(C3CCCCC3)c(=O)[nH]2)cc1C	-13.0	9.5	22.5	-3.5%	.	.	.	.	4.9%

Single entries from the entries so far.
`CCN(CC)S(=O)(=O)c1ccc2[nH]cc(C(=O)NCCN3CCCCCC3)c(=O)c2c1` in MRP reversal cytotoxicity reads 87.2
`O=C(N/N=C/c1cccc(C(F)(F)F)c1)c1cc2c(s1)-c1ccccc1CC2` in Bcl-B TR3 displacers reads 1.2%

These rows are one share of the data, so the mix of outcomes need not match the whole.
